# KLK7 zymogen act: activates the human kallikrein-7 zymogen | purified proKLK7, EDANS-DABCYL substrate fluorescence; 100% is mature enzyme control, 0% vehicle | activation, % at 7 µM | 0.9% of 370,000 active | AID 652039;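 active = activation above the mean of all tested compounds plus 3 SD, computed per campaign excluding outliers beyond control limits, cut at about 13% in these data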
# sPLA2-III inh: Inhibits HGIII-sPLA2 liposome hydrolysis, primary screen. QFRET BODIPY PC-A2 liposome hydrolysis, fluorescence. inhibition, % at 12.2 µM. 0.56% of 370,000 active;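 active = inhibition above mean plus 3 SD of compounds lying within the high and low control bounds, cut at about 19% in these data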;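 note: 0% = median of test compound wells and 100% = no enzyme DMSO wells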
# UHRF1 MBD2 ctr: human UHRF1 methylated DNA binding inhibitors | UHRF1 binding to methylated oligo, TR-FRET | inhibition, % at 4.4 µM | 0.75% of 370,000 active | AID 687016; in the data active = inhibition above about 21%;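 note: UHRF1 SRA domain binding a hemimethylated CpG hairpin DNA probe; 0% = median of test compound wells and 100% = reference inhibitor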
# ASAP1 GAP inh: ASAP1 ArfGAP inhibition; Q9ULH1; ASAP1-stimulated ARF1 GTP hydrolysis, GDP FP detection; inhibition, % at 16.5 µM; 0.19% of 360,000 active; AID 624377; in the data active = inhibition above about 25%;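 note: 0% = vehicle with enzyme and substrate and 100% = no enzyme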
# ARFGAP1 inh: inhibits rat ARF GTPase activating protein 1; Q62848; AID 651572; inhibition, % at 16.5 µM; Arfgap1-stimulated ARF1 GTP hydrolysis, GDP FP detection; 0.26% of 360,000 active;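 active = inhibition above a per-plate limit, mean inhibition of low control wells plus 3 SD, cut at about 25% in these data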;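 note: 0% = DMSO wells with enzyme and 100% = wells lacking Arfgap1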
# Target sequence (Q62848 1-136 limits assumed): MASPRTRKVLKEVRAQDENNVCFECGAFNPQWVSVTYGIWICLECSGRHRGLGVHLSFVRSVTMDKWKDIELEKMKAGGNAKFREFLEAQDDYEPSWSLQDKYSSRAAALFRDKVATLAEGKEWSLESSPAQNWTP
#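 Repeats: one replicate per compound; assay system: rat Arfgap1 catalytic domain, aa 1-136; times: enzyme reaction 120 min at 25 °C after 20 min preincubation; detection: FP of antibody-bound GDP Alexa 633 tracer, ex 620/em 688 nm; benchmarks: high control wells lacking Arfgap1, low control full reaction with DMSO; reagent: human ARF1(Δ1-17)-GTP substrate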
# PLCg1 inh: PLC-gamma1 (human) inhibition, primary screen; P19174; purified PLC-gamma1, fluorogenic substrate, fluorescence; inhibition, % at 12.2 µM; 0.84% of 370,000 active; AID 720700; in the data active = inhibition above about 9.5%
# Tn6 DDE FP: disrupts Tn6 cyclic peptide binding to fibrin D-Dimer-E complex; P02675; Fibrin DD(E) TRITC-Tn6 fluorescence polarization displacement; inhibition, % at 8.3 µM; 0.21% of 370,000 active;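 active = inhibition above a per-campaign cutoff: mean of compounds within control limits plus 3 SD, cut at about 15% in these data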;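 note: 0% = median of all compound wells on the plate and 100% = blocking peptide control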
# Target sequence (P02675 whole entry, looked up): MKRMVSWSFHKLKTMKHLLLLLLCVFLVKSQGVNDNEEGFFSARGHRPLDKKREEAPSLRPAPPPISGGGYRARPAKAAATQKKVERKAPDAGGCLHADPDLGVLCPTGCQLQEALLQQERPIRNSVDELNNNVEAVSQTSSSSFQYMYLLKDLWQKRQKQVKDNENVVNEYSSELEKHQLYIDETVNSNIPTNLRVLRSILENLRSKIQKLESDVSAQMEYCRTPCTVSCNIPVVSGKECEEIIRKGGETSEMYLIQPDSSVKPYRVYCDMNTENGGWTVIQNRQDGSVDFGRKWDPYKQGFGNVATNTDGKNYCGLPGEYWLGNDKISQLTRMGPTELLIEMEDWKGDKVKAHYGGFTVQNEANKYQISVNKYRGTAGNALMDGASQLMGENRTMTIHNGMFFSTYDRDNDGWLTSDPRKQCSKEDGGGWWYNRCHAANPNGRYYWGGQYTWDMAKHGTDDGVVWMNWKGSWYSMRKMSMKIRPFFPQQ
# PLCb3 inh: blocks human PLC-beta3 enzyme activity; Q01970; Purified PLC-beta3, fluorogenic substrate, fluorescence; inhibition, % at 12.2 µM; 0.18% of 370,000 active; in the data active = inhibition above about 11%;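 note: 0% = median of compound wells on plate and 100% = full blocker control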
# Tn7 DDE FP: disrupts Tn7 cyclic peptide binding to fibrin D-Dimer-E complex. P02675. inhibition, % at 8.3 µM. FP displacement of FITC-Tn7 peptide from fibrin DD(E); 0% = median of compound wells per plate. 0.13% of 370,000 active;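 active = inhibition above the mean of compounds falling within the control limits plus 3 SD of them, cut at about 14% in these data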;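 note: 0% = plate median of compound wells and 100% = 10 µM Aha-Tn7 peptide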
#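 Measure: % inhibition scaled between sample-field median and high-control FP; Test system: human fibrin DD(E); Quantity: 2 µM final DD(E) protein; Doses: one dose, 8.3 µM nominal; Schedule: compound with protein 10 min, then 3 h after probe, room temperature; Detection: fluorescence polarization; Medium: Tris buffer with calcium and detergent, pH 7.8.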
# Rev-erbA mod: Rev-erb alpha (human) modulation. 0.79% of 370,000 active. Rev-erbα–FITC-DNA binding, fluorescence polarization, 90 min. activity, % at 10 µM. P20393;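 active = activity above about 14%, limit read from the data; passing the limit was not always enough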;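 note: 0% = DMSO wells with 35 nM protein and 100% = DMSO wells with 750 nM protein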
# * hit, by the source's call; i = inactive; / = not tested or not shown.
SMILES,KLK7 zymogen act,sPLA2-III inh,UHRF1 MBD2 ctr,ASAP1 GAP inh,ARFGAP1 inh,PLCg1 inh,Tn6 DDE FP,PLCb3 inh,Tn7 DDE FP,Rev-erbA mod
Cc1cc(=O)n2nc(N3CCCC3C(=O)Nc3cccc(Cl)c3C)sc2n1 (centres undefined),0.1,2,-1,-10,6,-1,4,1,2,5
CC(C)[C@@H]1OC(=O)[C@@H]2CCCN2C(=O)[C@H](C)OC(=O)[C@H](C)[C@@H](C(C)C)NC(=O)[C@@H]2CCCN2C(=O)[C@H]([C@H](C)Cc2ccccc2)NC(=O)[C@@H]2CCCN2C(=O)[C@@H](C(C)C)N(C)C1=O,/,-7,2,/,/,-1,-5,1,0,-4
CC(=O)NCCNc1nc2c(-c3ccccc3)nnn2c2ccccc12,-448,17,6,1,15,i,-16,i,-6,3
CCOc1cc(C(=S)N2CCOCC2)ccc1OC(=O)c1cc(OC)c(OC)c(OC)c1,-0.2,3,-2,7,-6,0,7,-5,8,-4
COc1ccc(OC)c(/C=C2\SC(=S)N(C(C(=O)O)c3ccccc3)C2=O)c1 (centres undefined),-0.2,-6,-2,-3,-9,-95,-11,-122,-4,-3
C/C(=N\NC(=O)C1CC1)c1cccnc1,-0.1,3,6,-7,1,1,3,2,-6,0
CCOC(=O)N1CCN(S(=O)(=O)c2ccc(OCC(=O)OC)cc2)CC1,0.1,-1,4,2,1,-5,-8,0,1,-1
O=Cc1ccc(OCc2ccc3c(c2)OCO3)cc1,0.1,0,4,10,0,2,0,0,1,-6
CCC(=O)c1cn(CC(=O)Nc2ccc(F)cc2)c2ccccc12,0.7,-4,0,-10,-6,1,0,5,6,6
Cc1ccc(NC(=O)CSc2ncnc3ccccc23)cc1S(=O)(=O)N1CCCCC1,-0.7,3,5,15,3,5,-12,-13,2,-2
Cc1onc(-c2ccccc2)c1C(=O)Oc1cccnc1,0.2,-4,3,-16,-3,5,2,4,-6,5
Cc1ccccc1C(=O)NCC(=O)NNC(=S)NC(=O)c1ccccc1C,-0.1,2,-4,-4,7,6,3,2,0,-1
C=C[C@]12CC[C@H](OC(C)=O)CC1=CCC1C2CC[C@@]2(C)C1CCC21OCCO1 (some centres undefined),-0.2,7,-1,-1,0,6,9,2,0,4
COc1cc(OC)cc(C(=O)NC(C(=O)Nc2ccc3c(c2)OCCO3)C(C)C)c1 (centres undefined),0.4,-3,3,-13,1,3,-4,-1,-2,3
CCCC1C2CN(C(C)C)CC=C2C(C#N)=C(N)C1(C#N)C#N (centres undefined),24*,-22,-8,6,-19,i,1,i,11,9
CC(=O)c1nn(-c2cccc(Br)c2)cc1C(=O)c1ccc(Cl)cc1,0.7,-2,-2,-1,0,0,5,2,-10,9
CC(=O)N1CCN(S(=O)(=O)c2cccc(C(=O)OCC(=O)N(Cc3ccccc3)C(C)(C)C)c2)CC1,-0.3,-10,0,5,1,0,6,-4,-8,-1
O=[N+]([O-])c1ccccc1Sc1nccn1Cc1ccccc1,-0.6,-6,-3,-2,-1,4,7,-1,-8,-5
Cc1cc(NN=Cc2ccccn2)nc2ccccc12,-0.6,9,-6,-2,7,-4,-2,-5,-5,0
Cc1noc(C)c1C(=O)NCc1ccccc1F,0.3,0,0,-3,-1,5,-2,1,-1,3
OC(c1ccccc1)(c1nc(-c2cc(F)cc(F)c2)cs1)C(F)(F)F (centres undefined),0.3,-18,10,-1,15,1,1,1,-1,0
CCn1ccnc1CC1COc2ccccc2O1 (centres undefined),0.7,-2,1,-10,6,0,-5,-3,-9,-6
C[C@@]12C(=O)N(c3cccc(F)c3)C(=O)N1[C@@H]1c3ccccc3OC[C@@H]1[C@H]2c1ccccc1,-0.5,10,8,-9,12,10.0*,2,6,-2,0
Cc1n[nH]c(C)c1S(=O)(=O)N1CCN(S(=O)(=O)c2cccc(F)c2)CC1,0.2,-1,0,-2,3,3,8,-1,4,6
C=C(C)Cn1c2ccc(NC(=O)CCOCC)cc2c(=O)n1C,24*,4,-2,-10,6,-326,-2,-458,1,-6
COc1ccc(NC(=O)Cc2ccsc2)cc1S(=O)(=O)N1CCOCC1,0.6,-5,0,-12,-1,-1,2,-3,-7,1
Cc1ccccc1C(=O)Nc1cccc(C(=O)N/N=C/c2cc(Cl)cc([N+](=O)[O-])c2O)c1,-0.5,12,-9,2,-1,-5,10,-5,5,1
CCc1nc2c(OCc3cccc(OC)c3)cccn2c1N(C)C(=O)c1ccccc1F,0.4,-2,-2,8,7,-5,6,-5,6,-6
CC1(C)CCC[C@]2(C)[C@H]3Cc4cc(O)ccc4O[C@]3(C)CC[C@@H]12,0.1,-27,-1,2,3,-1,-5,-5,-6,-6
COc1ccccc1NC(=O)CSC1=NC(=O)C(Cc2ccccc2)C(=O)N1 (centres undefined),0.0,15,0,-2,6,1,-2,-10,0,-6
Cc1ccccc1/C=N/n1c(C2CCCCC2)n[nH]c1=S,0.4,11,-2,-4,-1,-1,-2,-6,0,0
Nc1ncnc2c1ncn2[C@@H]1O[C@H](C(=O)N2CCC[C@@H]2C(=O)OCc2ccccc2)[C@@H](O)[C@H]1O,-0.7,1,0,0,13,-1,-5,2,3,-4
CCOC(=O)c1c(C)nc2ccccc2c1C,0.3,3,-4,9,-1,2,2,2,1,-1
Cc1ccc(S(=O)(=O)Oc2ccccc2/C=N/O)cc1,-0.3,-10,5,-13,0,1,1,1,1,-1
Cn1c(-c2ccc3nc(N)sc3c2)nc2cc(N)ccc21,10,-1,0,-4,-11,i,7,i,5,-1
CCN(CC)S(=O)(=O)c1ccc(-n2cnc3cc(C)c(C)cc32)nc1,-1.2,-4,1,21,7,1,3,-1,0,6
O=[N+]([O-])c1ccc(-c2cnc(NO)nc2)cc1,0.1,16,-9,-10,4,3,4,1,5,1
COc1ccc2oc(C(=O)CCC(=O)O)c(N)c2c1,2.4,7,1,-4,-10,-59,3,-81,4,-3
O=[N+]([O-])c1ccc(O)c(P(=O)(c2ccccc2)c2ccccc2)c1,0.1,0,5,-14,-13,0,1,-6,-1,2
Cc1ccc(CN2CCNC(=O)C2CC(=O)O)o1 (centres undefined),0.3,1,-2,0,-3,-2,2,-1,-2,-2
Cc1ccc(S(=O)(=O)N2CCN(S(=O)(=O)c3ccc4c(c3)OCCO4)CC2)cc1,-0.1,10,2,-8,-13,2,12,0,3,-2
CC(C)N1CCC(=NNC(=O)c2ccc(Br)o2)CC1,-0.1,0,0,6,-5,-1,-5,0,-2,1
CC1CC(C)CN(CCCNC(=O)C2CCCN(S(=O)(=O)N3CC(C)CC(C)C3)C2)C1 (centres undefined),-0.4,1,0,-6,4,3,-6,-5,0,-1
Cc1ccc(-c2cccc(CN3CCN(C(C)C)C(CCO)C3)c2)o1 (centres undefined),-0.8,-16,-3,-4,6,0,-2,1,-6,-11
CCCc1ccc(C(=O)CCC(=O)NNC(=O)c2ccncc2)cc1,0.5,-5,4,1,-1,3,1,-2,-9,-4
N#Cc1c(C(F)(F)F)cc(-c2cccs2)nc1SCc1cccnc1,-13,-2,-2,-2,22,-12,-2,-18,-3,-16
COc1ccc(CNC(=O)CN(c2ccc(C)cc2)S(=O)(=O)c2c(C)nn(C)c2C)cc1,-0.1,-3,-4,-9,-6,3,4,-7,-1,-11
O=C(COC(=O)COc1ccccc1)Nc1ncc([N+](=O)[O-])s1,-0.3,9,7,14,3,-1,-1,-9,5,3
COc1ccc(Br)cc1CN(C)C(=O)Cc1ccc(OC)c(S(=O)(=O)N2CCOCC2)c1,-0.5,7,5,2,-12,9,-9,-19,-1,2

# Screening results as filed in PubChem BioAssay.

# No enrichment for hits; about 4.5% have a hit in one of these screens.
